Screening data (PubChem)
HP1b binding inh – HP1-beta chromodomain-methylated histone interaction inhibition; AlphaScreen HP1-beta / biotin-H3K9me3 peptide binding; Potency, µM (top dose mostly 114 µM), without a hit: at the top dose activity change, negative = inhibition, usual class: inhibitors; 390,000 compounds, 0.56% hits; AID 540317; note: potency is the fitted concentration of half-maximal effect; nearly all actives have a fitted effect of over 70% in size; inactives centre near 23
Target sequence (P83916 whole entry, looked up): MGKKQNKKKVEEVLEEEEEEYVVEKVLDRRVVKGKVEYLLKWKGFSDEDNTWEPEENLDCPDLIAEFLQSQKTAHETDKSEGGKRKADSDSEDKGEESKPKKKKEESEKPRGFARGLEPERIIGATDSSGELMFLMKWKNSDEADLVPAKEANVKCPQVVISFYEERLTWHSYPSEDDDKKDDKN
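AlphaScreen: HP1-beta (50 nM) preformed 30 min with biotin-H3(1-18)K9me3 peptide (50 nM) in PBS pH 7.4, 0.01% Tween-20. Compound added for 30 min at RT, then streptavidin donor/nickel chelate acceptor beads (10 ug/mL) for 30 min.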
PI4K2A inh – inhibitors of human PI4K2A; 420,000 compounds, 0.13% hits; AID 1346378; Q9BTU6; purified PI4K2A, ADP-Glo luminescence, 1 h; active compounds read low; activity change, negative = inhibition, % at 76.9 µM; in the data active = activity change below about -50%; inconclusive = mostly about -30% to -49%;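 note: -100% = wells without enzyme as full effect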
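Compounds are screened against recombinant PI4K2A using PI as substrate and ATP, the latter dispensed at 300 microM. Reactions run one hour at ambient temperature before ADP-Glo detection; full inhibition defined by wells lacking enzyme.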
JMJD2A Tudor – JMJD2A Tudor domain (human) inhibition; O75164; AlphaScreen JMJD2A-Tudor / H3K4me3 peptide binding; Potency, µM (series often up to 114 µM), inactives show at the highest dose activity change, negative = inhibition, hits mostly inhibitors; 390,000 compounds, 4.4% hits; note: potency is the fitted concentration of half-maximal effect; % is set by controls: 0 for no effect and ±100 for the full control effect; nearly all actives have a fitted effect of over 50% in size
Pin1 inhibitor – human Pin1 inhibition | 390,000 compounds, 0.009% hits | Potency, µM (doses to about 115 µM), for the others: top-dose activity, negative = inhibition, actives largely listed as inhibitors | Q13526 | Pin1 FP peptide displacement, HiFluor488, 10 min; active = well fitted inhibition curve with a large enough effect in the polarisation, with a control signal flat, not every such curve was filed as active; inconclusive = small, poorly fitted or top-dose-only effect, or effect the other way, or a change in a side signal; inactive = no such curve, though single readings can be large or run the other way; the % refers to the polarisation; note: potency is the fitted concentration of half-maximal effect; % is set by controls: 0 for no effect and ±100 for the full control effect
Target sequence (Q13526 whole entry, looked up): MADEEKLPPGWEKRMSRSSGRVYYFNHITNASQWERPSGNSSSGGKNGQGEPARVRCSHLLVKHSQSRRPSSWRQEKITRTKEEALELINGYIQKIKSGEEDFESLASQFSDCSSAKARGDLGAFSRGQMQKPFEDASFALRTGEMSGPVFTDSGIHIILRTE
G9a inh – G9a (human) methyltransferase inhibition; AID 504332; Q96KQ7; 350,000 compounds, 8.8% hits; Potency, µM (titrated, usually from 102 µM), without a hit: at the highest dose activity, negative = inhibition, hits mostly inhibitors; G9a H3K9 monomethylation, AlphaScreen, 2 h; note: potency is the fitted concentration of half-maximal effect; % is set by controls: 0 for no effect and ±100 for the full control effect; nearly all actives have a fitted effect of over 75% in size
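Compounds were preincubated with 20 nM G9a for 15 min, after which biotinylated H3K9 peptide (500 nM) and SAM (20 uM) started a 2 h room-temperature reaction. Monomethylated product was quantified by antibody-based AlphaScreen chemiluminescence.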
PGK inhibitor – T. brucei PGK inhibition; 380,000 compounds, 0.043% hits; Potency, µM (doses to about 57.5 µM), for the others: top-dose activity change, negative = inhibition, hits mostly inhibitors; P07378; PGK/GAPDH coupled, Kinase-Glo luminescence, 60 min; note: potency is the fitted concentration of half-maximal effect; % is set by controls: 0 for no effect and ±100 for the full control effect; nearly all actives have a fitted effect of over 60% in size
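Luminescent ATP detection (Kinase-Glo Plus) follows a 60-minute room-temperature incubation, with wells lacking PGK as controls. Buffer: 100 mM TEA (pH 7.6), 5 mM MgCl2, 0.01% Tween-20. Coupling enzyme GAPDH (100 nM final) supplies unstable 1,3-BPG in-well.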
BAZ2B inh – blocks human BAZ2B; AlphaScreen BAZ2B-H3K14Ac peptide displacement; Q9UIF8; 360,000 compounds, 4.4% hits; Potency, µM (top dose mostly 114 µM), without a hit: at the highest dose activity change, negative = inhibition, usual class: inhibitors; AID 504333; note: potency is the fitted concentration of half-maximal effect; % is set by controls: 0 for no effect and ±100 for the full control effect; nearly all actives have a fitted effect of over 60% in size
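AlphaScreen displacement: compounds (up to 110uM) incubated 30 min at room temperature with a preformed 50 nM BAZ2B/50 nM biotinylated H3K14Ac peptide complex in PBS pH 7.4 with Tween-20. Donor and acceptor beads at 10 ug/mL final added, 20 min light-protected before reading.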
GLS inh – blocks human kidney-isoform glutaminase activity; GLS enzymatic activity, qHTS titration; Potency, µM (titrated, usually from 45.5 µM), for inactives: at the top dose activity change, negative = inhibition, hits mostly inhibitors; 410,000 compounds, 0.21% hits; O94925; note: potency is the fitted concentration of half-maximal effect; % is set by controls: 0 for no effect and ±100 for the full control effect
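Two-point fluorescence kinetic (t0, 30 min RT) for hKGA; glutamate detected via glutamate oxidase–HRP–Amplex Red. Substrate: 1 mM L-glutamine solution; buffer 45 mM KH2PO4, pH 8.2.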
ERG-DNA inh – blocks human ERG Ets domain binding to DNA | P11308 | fluorescence polarization, His-ERG Ets domain / labelled DNA | Potency, µM (titrated, usually from 76.9 µM), for the others: at the top dose FP activity, negative = inhibition, hits mostly inhibitors | 370,000 compounds, 0.028% hits; active = well fitted inhibition curve with a large enough effect in the polarisation, with a control signal flat; inconclusive = small, poorly fitted or top-dose-only effect, or effect the other way, or a change in a side signal; inactive = no such curve, though single readings can be large or run the other way; the % refers to the polarisation;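 note: polarization taken with two DNA probes labelled with fluorescein and Texas red; potency is the fitted concentration of half-maximal effect; % of control where 0% means no effect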
Target sequence (P11308 whole entry, looked up, the tested form may be a part): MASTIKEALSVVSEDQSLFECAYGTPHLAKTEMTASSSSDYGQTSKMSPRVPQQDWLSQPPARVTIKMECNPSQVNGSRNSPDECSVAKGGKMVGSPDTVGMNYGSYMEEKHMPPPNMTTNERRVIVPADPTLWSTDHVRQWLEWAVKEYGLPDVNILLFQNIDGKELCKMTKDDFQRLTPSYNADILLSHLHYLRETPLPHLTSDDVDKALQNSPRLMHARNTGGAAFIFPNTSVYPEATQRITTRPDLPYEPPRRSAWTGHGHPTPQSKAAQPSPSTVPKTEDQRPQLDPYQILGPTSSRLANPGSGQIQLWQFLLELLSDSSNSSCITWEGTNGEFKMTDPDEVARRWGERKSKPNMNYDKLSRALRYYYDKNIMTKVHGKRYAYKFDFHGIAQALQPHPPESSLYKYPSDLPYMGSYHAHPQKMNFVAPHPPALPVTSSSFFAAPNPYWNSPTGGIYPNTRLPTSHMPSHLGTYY
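His-tagged ERG Ets domain (1 uM in the protein solution; 300mM KCl, 50mM Tris-HCl, 1mM EDTA, 1mM DTT, pH 7.5) received compound, then a probe mix of 5 nM fluorescein-DNA and 100nM Texas-615-DNA. Fluorescence polarization was read for both dyes.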
* marks the source's active call; other numbers are inactive results; i = inactive; ? = inconclusive; . = not tested or not shown; [ ] = remark or other dose. Unless noted, calls come from the whole dose curve; as a rule, active = well fitted curve in the direction sought with a large enough effect; inconclusive = small, poorly fitted or top-dose-only effect, or another doubt; inactive = no such curve, though single readings can be large; an effect the other way counts as inactive or inconclusive.

Sample of the layout (four entries):
1: CC(C)(C)n1ncc2c(=O)n(CC(=O)Nc3ccc4c(c3)OCCO4)cnc21
2: CC(=O)Nc1c(O)nc(C)[nH]c1=O
3: O=C(NCCCO)C(=O)Nc1cc2c3c(c1)CCC(=O)N3CCC2
4: Cc1ccc(OCC(O)CN2CCN(CC(O)COC(C)C)CC2)c(C(C)(C)C)c1 (centres undefined)

assay / entry	1	2	3	4
HP1b binding inh	30%	34%	7%	23%
PI4K2A inh	-2	0	5	-2
JMJD2A Tudor	-25%	1%	-23%	-16%
Pin1 inhibitor	-9%	3%	6%	3%
G9a inh	16%[59 µM]	3%	22%	9%[12.7 µM]
PGK inhibitor	-1%	2%	-9%	-4%
BAZ2B inh	4%	-15%	-3%	1%
GLS inh	-4%	24%	1%	16%
ERG-DNA inh	-8%	-2%	-4%	-6%

This part in full, from the first entry:
1: CC(C)(C)n1ncc2c(=O)n(CC(=O)Nc3ccc4c(c3)OCCO4)cnc21
2: CC(=O)Nc1c(O)nc(C)[nH]c1=O
3: O=C(NCCCO)C(=O)Nc1cc2c3c(c1)CCC(=O)N3CCC2
4: Cc1ccc(OCC(O)CN2CCN(CC(O)COC(C)C)CC2)c(C(C)(C)C)c1 (centres undefined)
5: CC(=O)Nc1cccc(NC(=O)CSc2nc(C3CC3)nc3ccccc23)c1
6: CCC(Cc1ccccc1)NC(=O)C1CCC(CNc2c(N3CCCC3)c(=O)c2=O)CC1 (centres undefined)
7: CC(=O)N1CCN(Cc2nc(C(c3ccccc3)c3ccccc3)no2)CC1
8: COc1cc2nc(C3CCC3)n(NC(=O)COc3ccccc3)c(=O)c2cc1OC

assay / entry	1	2	3	4	5	6	7	8
HP1b binding inh	30%	34%	7%	23%	18%	37%[activator]	21%	-22%
PI4K2A inh	-2	0	5	-2	0	-6	1	-6
JMJD2A Tudor	-25%	1%	-23%	-16%	-1%	-17%	-23%	?
Pin1 inhibitor	-9%	3%	6%	3%	20%	?	-4%	4%
G9a inh	16%[59 µM]	3%	22%	9%[12.7 µM]	10%	-12%	-2%	?
PGK inhibitor	-1%	2%	-9%	-4%	5%	-8%	-2%	4%
BAZ2B inh	4%	-15%	-3%	1%	3%	-3%	3%	0%
GLS inh	-4%	24%	1%	16%	4%	3%	-8%	18%
ERG-DNA inh	-8%	-2%	-4%	-6%	-4%	9%	-1%	-5%

9: CC(=O)Nc1ccc(C(=O)CSc2nnc(-c3ccccc3F)n2CCc2ccccc2)cc1
10: Cc1ccc(Nc2ccccc2)cc1
11: COC(=O)[C@H](Cc1c[nH]c2ccccc12)NC(=O)Cc1c[nH]c2ccccc12
12: Cc1cccc(N2CCN(C(=O)c3cc4c(=O)[nH]c5ccc(C)cc5c4s3)CC2C)c1 (centres undefined)
13: O=C(O)c1cccc(NC(=O)c2cccc(S(=O)(=O)N3CCc4ccccc4C3)c2)c1
14: Cc1nc2ccccc2c2nc(NC(=O)Cc3ccccc3)nn12
15: CCOC(=O)CN1N=C(/C=C/c2ccccc2)CCC1=O
16: CSCCC(NC(=O)c1ccccc1Cl)C(=O)NCC1COc2ccccc2O1 (centres undefined)

assay / entry	9	10	11	12	13	14	15	16
HP1b binding inh	2%[57 µM]	16%	6%	0%	27%	29%	48%[activator]	6%
PI4K2A inh	2	7	-2	-2	7	-10	-4	-6
JMJD2A Tudor	-32%	-29%	?	-33%	9%	-14%	-1%	-24%
Pin1 inhibitor	8%	-7%	0%	3%	5%	-1%	6%	5%
G9a inh	.	-13%[59 µM]	-50%	?	.	4%[59 µM]	.	-34%
PGK inhibitor	-3%	i	-3%	i	i	5%	-9%	i
BAZ2B inh	.	14%	-24%	?	-10%	-11%	.	-34%
GLS inh	-6%	-13%	13%	-8%	-6%	1%	-9%	-1%
ERG-DNA inh	-9%	-12%	14%	2%	8%	-5%	8%	-4%

17: CC(=O)c1cc(NC(=O)c2ccc(C)cc2)c(=O)oc1C
18: CCOc1ccc(OCCC(=O)OCC(=O)N2CCN(S(=O)(=O)c3ccc(Cl)cc3)CC2)cc1
19: COc1ccc(/C=C2\SC(=O)N(CCC(=O)N3CCN(C)CC3)C2=O)cc1
20: Cc1cnc(NC(=O)CCCc2nc3ccccc3s2)s1
21: CCOC(=O)C1=C(C)Nc2ncnn2C1c1c[nH]c2ccccc12 (centres undefined)
22: Cc1cc(C)c(NC(=O)C(C)c2cccc(C(=O)c3ccccc3)c2)c(C)c1 (centres undefined)
23: CCOC(=O)C1=C(C)C2C3C(=O)N(c4ccccc4C)C(=O)C3C1(C)C1C(=O)N(c3ccccc3C)C(=O)C21 (centres undefined)
24: Cc1ccccc1N1CCN(C(=O)c2cccnc2)CC1

assay / entry	17	18	19	20	21	22	23	24
HP1b binding inh	-23%	-20%	23%	8%	18%	21%	24%	29%[57 µM]
PI4K2A inh	-26	-2	-4	1	1	0	-3	-1
JMJD2A Tudor	20µM*	?	-8%	-7%	-25%	1%	-3%	-2%
Pin1 inhibitor	-6%	0%	-6%	-1%	-7%	-1%	1%	1%
G9a inh	18µM*	.	4%	35µM*	-43%	21%	-2%[59 µM]	.
PGK inhibitor	-3%	-16%	i	-9%	-3%	4%[11.5 µM]	i	-9%
BAZ2B inh	-19%	50µM*	-6%	-9%	-1%	9%[57.1 µM]	1%	.
GLS inh	-11%	12%	-8%	-10%	2%	16%	3%	2%
ERG-DNA inh	-7%[15.4 µM]	-13%	-9%	-1%	-8%	.	6%	4%

25: Cn1c(CNC(=O)c2ccccc2F)nnc1SCC(=O)Nc1nncs1
26: CC1CCCN(C(=O)CN2C(=O)NC(C)(c3ccc4ccccc4c3)C2=O)C1 (centres undefined)
27: Cc1cc(NC(=O)CSc2nc(=O)cc(N)n2-c2ccc(C)c(C)c2)no1
28: CCc1ccc(NC(=O)C2=CC=CN3CCS(=O)(=O)N=C23)cc1
29: COc1cccc(NC(=O)CN(C)C(C)C(=O)Nc2ccc(C(C)=O)cc2)c1 (centres undefined)
30: CCN(CC(=O)NCc1cccs1)C(=O)c1ccccc1F
31: CCOc1ccc(NC(=O)Cn2c(=O)n(CCCCC(=O)NCc3ccc4c(c3)OCO4)c(=O)c3ccccc32)cc1
32: Cc1ccc(NC(=O)NC2CCCCCCC2)cc1C

assay / entry	25	26	27	28	29	30	31	32
HP1b binding inh	11%	14%	22%	23%	22%	41%[activator]	29%	34%
PI4K2A inh	-7	1	-2	2	-1	-1	5	-7
JMJD2A Tudor	-9%	-11%	2%	-9%	-17%	1%	-2%	-1%
Pin1 inhibitor	-3%	-2%	5%	0%	1%	8%	4%	1%
G9a inh	18%	.	?	14%[12.7 µM]	-1%	3%	3%[59 µM]	.
PGK inhibitor	0%	2%	i	-1%	-3%	-1%	4%	2%
BAZ2B inh	8%	.	-16%	-4%	-19%	-12%	3%	-2%
GLS inh	-5%	?	-1%	13%	1%	-3%	-2%	-2%
ERG-DNA inh	3%	-23%	-7%	-6%	-14%	-18%	0%	6%

33: COc1ccc(CSc2n[nH]c(C)n2)cc1[N+](=O)[O-]
34: O=S(=O)(NCc1ccco1)c1cnc(Cl)c(Br)c1
35: CS(=O)(=O)N(CCc1ccccc1)CC(=O)NCc1ccc2c(c1)OCO2
36: Cc1c(C(=O)OCC(=O)N2CCCCC2C)oc2ccccc12 (centres undefined)
37: N#Cc1ccccc1NC(=O)COC(=O)c1cccs1
38: O=C1c2ccccc2C(=O)N1Cc1nc(-c2ccncc2)no1
39: O=C(CCCn1c(=O)[nH]c2ccccc2c1=O)N1CCN(c2ccccn2)CC1
40: Cc1ccc(OCC(=O)Nc2oc(-c3ccccc3)c(-c3ccccc3)c2C#N)cc1

assay / entry	33	34	35	36	37	38	39	40
HP1b binding inh	13%	3%	42%[activator]	45%[activator]	31%	8%	16%	23%
PI4K2A inh	4	-2	5	-3	-2	-1	-1	3
JMJD2A Tudor	5%	-14%	-1%	1%	3%	-13%	-10%	-33%
Pin1 inhibitor	-10%	3%	1%	-11%	5%	-1%	-5%	40%[activator]
G9a inh	-13%[59 µM]	-9%[59 µM]	5%[59 µM]	35%[12.7 µM]	.	?	-5%	.
PGK inhibitor	-9%	0%	-6%	-2%	-5%	-1%	-5%	3%
BAZ2B inh	-6%	0%	-7%	1%	.	-5%	-22%	.
GLS inh	-9%	5%	-16%	1%	0%	6%	9%	-1%
ERG-DNA inh	-6%	26%	-10%	-4%	4%	2%	-3%	10%

41: Cc1ccc(CNC(=O)C2CCC(=O)N(Cc3cccc(C(F)(F)F)c3)C2)o1 (centres undefined)
42: Cc1cc(C(=O)NNC(=O)c2ccc(NC(=O)CC#N)cc2)c(C)o1
43: N#CCCCSc1nnc(Cc2ccc3c(c2)OCO3)o1
44: COc1ccc(/C=C2\SC(=S)N(C(C(=O)O)c3ccccc3)C2=O)c(OC)c1 (centres undefined)
45: Nc1scc(-c2ccncc2)c1Cl

assay / entry	41	42	43	44	45
HP1b binding inh	9%	28%	75%[activator]	7%	15%
PI4K2A inh	-2	-1	1	1	3
JMJD2A Tudor	-5%	-17%	1%	-33%	-32%
Pin1 inhibitor	-1%	18%	5%	112%[activator]	1%
G9a inh	.	12%[12.7 µM]	20%[59 µM]	50µM*	?
PGK inhibitor	-1%	-9%	-17%	-4%	-7%
BAZ2B inh	.	1%	-4%	?	?
GLS inh	-15%	18%	0%	16%	18%
ERG-DNA inh	10%	4%	-2%	-11%	-10%
